ELG1 DNA repair: blocks ELG1-dependent DNA repair in HEK293T cells; HEK293T ELG1-luciferase reporter, luminescence, 16 h; DNA damage induced by 5-fluorouridine; Potency, µM (highest dose often 46.1 µM), inactives show at the highest dose activity change, negative = inhibition, actives largely listed as inhibitors; 330,000 compounds, 2.3% hits; further: potency means the concentration at half of the fitted maximal effect; on the % scale 0 is the no-effect control and ±100 the full control effect; nearly all actives have a fitted effect of over 55% in size
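Cells (2,000 per well) received 5-fluorouridine plus test compound or DMSO and were incubated 16 hr at 37 °C, 5% CO2. Luciferase activity was read by luminescence 30 min after ONE-Glo addition; signal suppression marked inhibition of damage-induced ELG1 function.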
Chronic BCR inh: inhibitors of chronic active B-cell receptor signaling | ABC-DLBCL IkBa-CBG/CBR reporter, luminescence ratio, 4 h | Potency, µM (titrated, usually from 46.1 µM), without a hit: at the highest dose ratio change, negative = lower green/red ratio, usual class: inhibitors | 340,000 compounds, 0.05% hits; active means well fitted inhibition curve with a large enough effect in the signal ratio, with a control signal flat, not every such curve was filed as active; inconclusive means small, poorly fitted or top-dose-only effect, or effect the other way, or a change in a side signal; the % refers to the signal ratio;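 further: potency means the concentration at half of the fitted maximal effect; plate controls were basal doxycycline-induced cells for no effect and cells given 10 µM MG132 for full effect; MG132 reads +100%, hits lower the ratio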
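TMD8 ABC-DLBCL cells carrying doxycycline-inducible green luciferase fused to IkappaBalpha plus unfused red luciferase were exposed to compounds (up to 46 uM) for 4 hrs at 37C. Activity came from the overlap-corrected green/red luminescence ratio.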
PTAP TSG101 blk: blocks PTAP/TSG101 interaction to inhibit HIV-1 budding; 340,000 tested, under 10 active; Potency, µM (doses to about 115 µM), for the others: at the top dose activity change, negative = inhibition, hits mostly inhibitors; Fluorescence polarization, FITC-PTAP peptide / Tsg101 binding; AID 493005; active means well fitted inhibition curve with a large enough effect in the main read-out, with a control signal flat, not every such curve was filed as active; inconclusive means small, poorly fitted or top-dose-only effect, or effect the other way, or a change in a side signal; inactive means no such curve, though single readings can be large or run the other way; further: potency means the concentration at half of the fitted maximal effect; % of control where 0% means no effect
Target sequence (Q99816 whole entry, looked up): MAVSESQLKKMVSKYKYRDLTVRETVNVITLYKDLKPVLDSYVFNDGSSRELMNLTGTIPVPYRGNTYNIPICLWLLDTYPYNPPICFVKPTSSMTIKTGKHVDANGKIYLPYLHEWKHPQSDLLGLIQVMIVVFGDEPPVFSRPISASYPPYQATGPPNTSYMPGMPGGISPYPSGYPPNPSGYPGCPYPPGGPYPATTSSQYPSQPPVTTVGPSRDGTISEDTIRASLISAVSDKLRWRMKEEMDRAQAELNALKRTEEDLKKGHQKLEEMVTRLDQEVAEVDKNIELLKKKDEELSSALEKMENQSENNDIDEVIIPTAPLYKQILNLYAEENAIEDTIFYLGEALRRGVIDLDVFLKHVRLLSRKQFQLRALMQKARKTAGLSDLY
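Compounds were pin-transferred onto Tsg101 binding domain (10 uM final) in HEPES pH 7.5 buffer, then FITC-PTAP peptide was added at 50 nM final. After 20 min at RT, polarization reported peptide displacement across a qHTS concentration series.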
Integrin act MD: integrin-mediated muscular dystrophy alleviation activation; alpha7betagal myoblasts, beta-gal FDG fluorescence, 48 h; Potency, µM (doses to about 38.3 µM), without a hit: at the top dose activation, most hits filed as activators; 350,000 compounds, 0.064% hits;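 further: potency means the concentration at half of the fitted maximal effect; 100% = response of the positive control SU9516; nearly all actives have a fitted effect of over 60% in size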
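Alpha7betagal+/- myoblasts (passage 13) were plated 16-24 hr, then exposed to compounds (1:260 dilution of DMSO stock) for 48 hours at 37C. After MPER lysis, β-galactosidase reporter activity was read as FDG fluorescence (ex 480/em 540) after 30 minutes.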
A-T KAP1 phos: candidate therapy for ataxia-telangiectasia | […] A-T fibroblasts, KAP-1 phosphorylation AlphaLISA; neocarzinostatin DNA damage 30 min before lysis | Potency, µM (highest dose often 57.5 µM), for inactives: at the top dose activation, actives largely listed as activators | 320,000 compounds, 0.19% hits | AID 485349; further: potency means the concentration at half of the fitted maximal effect; % of control where 0% means no effect; nearly all actives have a fitted effect of over 45% in size
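ATM-like activity read as KAP-1 phosphorylation via AlphaLISA donor/acceptor antibody pairs after lysis and 6 hr at 25C. Cells were ATM-null patient fibroblasts ([…], hTERT), dosed 60 min, then exposed to the DSB inducer NCS for 30 min.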
Eya2 phos inh: inhibitors of human Eya2 phosphatase activity | O00167 | recombinant Eya2, OMFP fluorescence dephosphorylation (OMFP is methylfluorescein phosphate) | Potency, µM (highest dose often 76.9 µM), for inactives: at the highest dose activity, negative = inhibition, most hits filed as inhibitors | 330,000 compounds, 0.006% hits; further: potency means the concentration at half of the fitted maximal effect; on the % scale 0 is the no-effect control and ±100 the full control effect
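Eya2 protein (added as 0.2 uM solution) was preincubated with compound for 10 min at ambient temperature in 50 mM HEPES pH 7.5, 50 mM NaCl, 5 uM MgCl2, 0.05% BSA, 1 mM DTT. OMFP (added at 50 uM) then reacted 10 min; fluorescence read at 485/525 nm.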
TCR act: activators of T cell receptors | 330,000 tested, under 10 active | Potency, µM (doses to about 9.22 µM), for the others: top-dose activation of IL-2 secretion, usual class: activators | primary human leukocytes, anti-CD3, IL-2 HTRF, 48 h; further: % of control where 0% means no effect
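Human primary leukocytes + a-CD3 beads + cpd, 48 hr; IL-2 in supernatant by HTRF (ex 320nm / em 665nm). No co-stimulatory signal supplied.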
TSHR antag: human thyrotropin receptor antagonism; 330,000 compounds, 0.2% hits; activity change, negative = inhibition, % at 11.5 µM; P16473; TSHR-expressing cells, TSH-stimulated cAMP HTRF, 2 h; stronger effect = lower value; AID 504810;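 active means activity change below a set negative limit, meaning inhibition stronger than a set level, cut at about -70% in these data; inconclusive means activity change between two set negative limits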; further: on the % scale 0 is the no-effect control and ±100 the full control effect
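Cell-based HTRF cAMP assay; TSHR cells + compound, TSH EC80 (4nM final), 2 h, 37 deg C. Lysis with anti-cAMP cryptate and cAMP-d2, 30 min RT, read 665/620 nm.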
S-ASM inh: blocks human secretory acid sphingomyelinase. P17405. placental ASM, HMU-PC fluorogenic substrate, 60 min. Potency, µM (doses to about 57.5 µM), without a hit: at the top dose activity change, negative = inhibition, most hits filed as inhibitors. 340,000 compounds, 0.006% hits. AID 504937; further: potency means the concentration at half of the fitted maximal effect
Target sequence (P17405 47-631 limits assumed): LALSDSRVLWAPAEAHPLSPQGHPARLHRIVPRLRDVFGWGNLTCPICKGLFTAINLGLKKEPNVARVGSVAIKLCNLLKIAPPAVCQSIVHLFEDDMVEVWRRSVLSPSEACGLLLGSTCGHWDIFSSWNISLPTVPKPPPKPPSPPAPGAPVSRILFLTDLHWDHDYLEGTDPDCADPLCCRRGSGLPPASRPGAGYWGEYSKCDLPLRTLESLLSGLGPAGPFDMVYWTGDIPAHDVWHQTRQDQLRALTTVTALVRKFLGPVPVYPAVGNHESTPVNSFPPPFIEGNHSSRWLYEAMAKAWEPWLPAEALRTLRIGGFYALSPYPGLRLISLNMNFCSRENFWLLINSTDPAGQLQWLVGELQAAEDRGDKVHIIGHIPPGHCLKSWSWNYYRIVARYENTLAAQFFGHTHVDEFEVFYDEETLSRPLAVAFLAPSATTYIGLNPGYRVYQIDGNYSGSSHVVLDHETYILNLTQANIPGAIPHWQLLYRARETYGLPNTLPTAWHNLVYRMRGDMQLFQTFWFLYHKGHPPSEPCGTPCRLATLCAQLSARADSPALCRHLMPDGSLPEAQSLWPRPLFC
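qHTS format. ASM enzyme prepared from human placenta hydrolyses the fluorogenic substrate HMU-PC0 (9 uM final) over 60 min at 37 °C after a 10 min compound preincubation.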
Mito fusion yeast: mitochondrial division inhibition or fusion activation | S. cerevisiae fusion-defective mutant growth rescue, CellTiterGlo 48 h | Potency, µM (series often up to 46.1 µM), for inactives: at the highest dose growth rescue (activation), usual class: activators | 320,000 compounds, 0.23% hits | AID 485298;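 further: potency means the concentration at half of the fitted maximal effect; % of control where 0% means no effect; nearly all actives have a fitted effect of over 45% in size; temperature-sensitive fusion mutants such as fzo1-1 at 37 °C on non-fermentable ethanol glycerol medium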
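Yeast fusion mutant, YPEG (non-fermentable carbon), compound, 48 h at 37C non-permissive; CellTiterGlo added, 10 min RT, luminescence read. Rescued growth = division inhibition.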
Tb PFK block: blocks T. brucei phosphofructokinase; O15648; T. brucei PFK, ADP-Glo luminescence; Potency, µM (titrated, usually from 57.5 µM), without a hit: top-dose activity, negative = inhibition, most hits filed as inhibitors; 330,000 compounds, 0.17% hits;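 further: potency means the concentration at half of the fitted maximal effect; 0% = uninhibited 1x PFK enzyme wells and -100% = no-enzyme wells; nearly all actives have a fitted effect of over 60% in size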
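Compounds were pin-transferred as a titration series up to 57 uM into substrate buffer (0.5 mM F6P, 0.1 mM ATP, pH 8.0), then 1.25 nM PFK was added and reactions ran 45 min before ADP-Glo detection.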
Numbers without * were called inactive; i = inactive; ? = inconclusive; . = not tested or not shown; [ ] = dose if it differs, or a comment. Unless noted, the call rests on the fitted dose curve; in most records, active means well fitted curve in the direction sought with a large enough effect; inconclusive means small, poorly fitted or top-dose-only effect, or another doubt; inactive means no such curve, though single readings can be large; an effect the other way counts as inactive or inconclusive.

SMILES	ELG1 DNA repair	Chronic BCR inh	PTAP TSG101 blk	Integrin act MD	A-T KAP1 phos	Eya2 phos inh	TCR act	TSHR antag	S-ASM inh	Mito fusion yeast	Tb PFK block
CC1=C(C(=O)Nc2ccccc2C)C(c2ccccc2)NC(=O)N1 (centres undefined)	8%	11%	-3%	-6%	5%	7%	-14%	0	2%	1%	2%
COc1ccc(N2CC(C(=O)N3CCN(C)CC3)CC2=O)cc1 (centres undefined)	16%	1%	-1%	41%	-6%	-12%	-2%	1	-1%	-1%	0%
CN1CCN(c2ccc(NC(=O)c3ccc([N+](=O)[O-])o3)cc2Cl)CC1	?	?	-8%	-43%[inhibitor]	-7%	-2%	-3%	8	-5%	22%	-2%
CC(NC(=O)c1ccco1)C1CCCO1 (centres undefined)	4%	?	-5%	21%	.	13%	-2%	-5	0%	-2%	0%
NS(=O)(=O)c1ccc(CNC(=O)c2ccc(Cl)cc2[N+](=O)[O-])cc1	8%	-2%	1%	9%	5%	0%	2%[46.1 µM]	23	-2%	-5%	6%
COCC(=O)N1CCC(Oc2ccc(C(=O)N[C@H](C(=O)OC)C(C)C)cc2)CC1	8%	0%	-1%	16%	2%	0%	1%	24	0%	2%	3%
CCNC(=S)N/N=C(\C)c1cc2ccccc2o1	?	-11%	-2%	-10%	0%	-2%	1%[46.1 µM]	11	-4%	-5%	-3%
CC(Oc1ccc2c3c(c(=O)oc2c1)CCC3)C(=O)NCCN1CCOCC1 (centres undefined)	?	-3%	1%	34%	8%	-9%	-2%	4	6%	-4%	0%
COc1ccc(CNC(=O)CN(C)CC(=O)Nc2ccccc2Br)cc1	?	-9%	-2%	-11%	5%	3%	8%	6	3%	.	6%
CCCC(c1nnnn1Cc1ccco1)N1CCN(c2ccccc2)CC1 (centres undefined)	-3%	2%	-2%	-12%	-1%[11.5 µM]	4%	4%	-33	2%	-5%	4%
O=C(OCC(=O)c1ccc(Cl)s1)c1ccc2ccccc2n1	?	-16%	1%	1%	3%	4%	5%[46.1 µM]	1	-8%	-11%	3%
CC1=NN(C(=O)c2ccc(Cn3nc(C)cc3C)o2)C(O)(C(F)(F)F)C1 (centres undefined)	-9%	-14%	-6%	4%	0%	-1%	-4%	2	0%	2%	1%
CCOc1ccc(S(=O)(=O)Nc2ccc(S(=O)(=O)Nc3cc(OC)ccc3OC)cc2)cc1	-1%	?	-12%	15%	0%	-29%	-29%	-15	-6%	3%	1%
CCN1CCN(C(=S)NCc2ccc(C)cc2)CC1	11%	0%	-2%	17%	4%	3%	10%[46.1 µM]	3	5%	-5%	-1%
Cc1nnc(NC(=O)CCCCCN2C(=O)C3C4C=CC(C4)C3C2=O)s1 (centres undefined)	45%	-1%	-4%	0%	5%	0%	-2%	2	3%	-2%	-4%
Cc1cc(=O)oc2cc(OCC(=O)NCCCN3CCCC3=O)ccc12	0%	-4%	-2%	9%	10%	-7%	2%	-1	2%	2%	3%
O=C(CN1CCN(C(c2ccccc2)c2ccccc2)CC1)NC(=O)NCc1ccco1	0%	?	-1%	-31%	-7%	-15%	-4%	2	0%	-1%	-11%
CCC1CCCCN1C(=O)CSc1nc2c([nH]c3ccccc32)c(=O)n1C (centres undefined)	23µM*	0%	-3%	-28%	.	0%	10%[46.1 µM]	-1	-8%	11%	9%
C/C(=N\NC(=O)C(N)=O)c1ccc2c(c1)OCCO2	?	3%	0%	-14%	-7%	13%	4%	-2	1%	7%	-2%
CN1CCN(S(=O)(=O)c2ccc(N(C)CC(=O)Nc3ccc(F)cc3)nc2)CC1	-7%	-1%	.	.	21%	-4%	.	4	.	0%	-5%
CCCN1C(=O)/C(=N\OCC(=O)NC23CC4CC(CC(C4)C2)C3)c2ccccc21	-21%	13%	0%	-4%	-6%	1%	-1%[46.1 µM]	-19	-13%	27%	-15%
Nc1nc(CN2CCN(Cc3ccc4c(c3)OCO4)CC2)nc(Nc2ccccc2)n1	?	2%	-2%	11%	3%	-6%	-2%	4	1%	0%	0%
CC1(C)C(=O)OC(c2c3ccccc3cc3ccccc23)C(C)(C)C1=O (centres undefined)	0%	-16%	3%	-2%	19%	-2%	2%	7	i	2%	-1%
Cc1cc(C)nc(Nc2n[nH]c(C)n2)n1	0%	15%	-7%	?	1%	0%	-14%	-15	2%	-4%	2%
Cc1nc2c3ccccc3nc(NNC(=O)CCC(=O)N3CCC(C)CC3)n2n1	5%	5%	-2%	?	17%	-1%	4%	30	-1%	2%	0%

Limited to S-ASM inh (2 entries from above):
molecule	S-ASM inh
COc1ccc(N2CC(C(=O)N3CCN(C)CC3)CC2=O)cc1 (centres undefined)	-1%
CN1CCN(c2ccc(NC(=O)c3ccc([N+](=O)[O-])o3)cc2Cl)CC1	-5%

Other entries.
SMILES	ELG1 DNA repair	Chronic BCR inh	PTAP TSG101 blk	Integrin act MD	A-T KAP1 phos	Eya2 phos inh	TCR act	TSHR antag	S-ASM inh	Mito fusion yeast	Tb PFK block
Cc1cccc(N(Cc2nnc3n2CCCCC3)C(=O)Nc2ccccc2)c1	-2%	5%	-2%	14%	5%	-11%	7%	8	2%	-3%	-1%
Cc1c(O)c(CN2CCCC2)cc2c1oc(=O)c1ccccc12	9%	0%	-7%	13%	3%	12%	-2%	-14	9%	1%	7%
Cc1ccc(S(=O)(=O)NC(CC(C)C)C(=O)N2CCCC2)cc1 (centres undefined)	-20%	-1%	1%	12%	4%	-14%	7%	58	1%	6%	0%
CCC(NC(=O)C1CCC1)c1ccccc1 (centres undefined)	-6%	-5%	-5%	-9%	-3%	4%	-3%[46.1 µM]	0	0%	-2%	0%
N#CCCN1CCN(C2=NC(=O)/C(=C\c3cccs3)S2)CC1	0%	12%	0%	-10%	8%	-6%	3%	6	-1%	29%	-2%
Cc1ccc(O)c(C(=O)c2cnn(C(=O)c3cccc(S(=O)(=O)N(C)C)c3)c2)c1	?	3%	-2%	13%	-8%	-27%	1%	-4	-1%	2%	-2%
CCOC(=O)c1sc(NC(=O)CSc2nc(C)cc(-c3ccccc3)n2)c(C#N)c1C	23%	-5%	-6%	-9%	-7%	1%	4%	1	2%	4%	-16%
CC(C)(C)c1ccc(C(=O)Cn2nc(C(=O)O)c3ccccc3c2=O)cc1	-6%	8%	3%	-39%	-9%	6%	8%	17	-7%	-5%	-1%
Cc1ccc(C(=O)Nc2nnc(S(=O)(=O)N3CCOCC3)s2)cc1	?	11%	-4%	1%	6%	9%	3%	2	1%	1%	2%
Cc1cccnc1NC(=O)c1c(O)c2ccccc2n(C)c1=O	27%	?	-4%	3%	-1%	-13%	-2%	-3	1%	19%	-1%
CCCNC(=O)C(Cc1ccc(F)cc1)NC(=O)c1ccccc1 (centres undefined)	10%	?	1%	11%	-19%	-1%	1%	27	4%	-5%	1%
O=S(=O)(NC1C2CC3CC(C2)CC1C3)c1ccccc1 (centres undefined)	-5%	9%	-4%	18%	3%	-1%	3%	-27	-4%	13%	-7%
COCCCNC(=S)N/N=C/c1ccc2c(c1)OCO2	?	?	0%	-24%	0%	12%	-4%	22	-2%	-7%	1%
O=C(/C=C/c1ccc(Cl)cc1)N(Cc1ccccc1)C1CCS(=O)(=O)C1 (centres undefined)	-8%	0%	1%	15%	-5%	-21%	3%[46.1 µM]	9	-8%	-1%	-2%
Cn1c(=O)c2ncn(CC(=O)NCCOc3ccccc3)c2n(C)c1=O	12%	5%	-4%	2%	12%	24%	0%	-5	1%	-2%	-20%
Cc1ccoc1C(=O)N1CCCC(CCC(=O)N2CCN(c3ccccn3)CC2)C1 (centres undefined)	21µM*	6%	-3%	2%	5%[11.5 µM]	-1%	-3%	1	2%	5%	-2%
COc1cc(CCC(=O)N2CCN(c3ccccc3Cl)CC2)cc(OC)c1OC	2%	-9%	1%	-23%	2%	11%	0%	4	0%	-2%	0%
CSc1nc2c(c(-c3ccc(O)cc3)c1C#N)CCC2	-3%	2%	-7%	17%	6%	-3%	13%	-8	-8%	22%	3%
